Vif-A3G inh: blocks the Vif interaction with human APOBEC3G; 410,000 compounds, 0.076% hits; Q9HC16; HeLa A3G-eYFP + Vif (tagged APOBEC3G with the HIV-1 protein that degrades it), YFP fluorescence, overnight; AID 602310; Potency, µM (highest dose often 46.1 µM), for inactives: at the highest dose activity, negative = active, most hits filed as inhibitors;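 further: potency means the concentration at half of the fitted maximal effect; on the % scale 0 is the no-effect control and ±100 the full control effect; nearly all actives have a fitted effect of over 60% in size; hits raise eYFP signal because A3G escapes Vif-driven loss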
Target sequence (Q9HC16 whole entry, looked up): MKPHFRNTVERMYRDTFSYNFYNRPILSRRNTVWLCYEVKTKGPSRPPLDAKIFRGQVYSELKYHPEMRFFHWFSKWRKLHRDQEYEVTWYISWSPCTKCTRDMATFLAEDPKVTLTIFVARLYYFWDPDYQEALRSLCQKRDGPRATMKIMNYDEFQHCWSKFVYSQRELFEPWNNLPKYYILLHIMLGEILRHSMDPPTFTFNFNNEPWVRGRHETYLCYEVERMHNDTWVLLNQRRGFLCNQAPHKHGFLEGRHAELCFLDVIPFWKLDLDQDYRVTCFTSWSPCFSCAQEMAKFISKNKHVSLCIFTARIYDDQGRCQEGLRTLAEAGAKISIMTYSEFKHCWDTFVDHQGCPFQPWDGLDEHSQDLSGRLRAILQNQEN
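Read-out is eYFP fluorescence (Ex 488/Em 500-530) from Vif-expressing HeLa A3G-eYFP cells; more signal means A3G escaped Vif-mediated degradation. Cells plated overnight, compound pinned in, incubated overnight at 37 deg C.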
RXFP1 ag: agonists of human relaxin receptor RXFP1; Q9HBX9; HEK293T-RXFP1 cAMP TR-FRET, 30 min; response scale: percent of porcine relaxin response, buffer zero; Potency, µM (titrated, usually from 57.5 µM), for the others: at the highest dose activation, hits mostly activators; 370,000 compounds, 0.3% hits; AID 2676; further: potency means the concentration at half of the fitted maximal effect; on the % scale 0 is the no-effect control and ±100 the full control effect; nearly all actives have a fitted effect of over 60% in size; many of its hits are not listed in these tables
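HEK293 cells stably expressing RXFP1, treated 30 min at 37C with compounds plus PDE4 inhibitor Ro 20174; cAMP measured by HTRF TR-FRET. Normalized to buffer and 29 nM porcine relaxin; EC50 by Hill fit.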
LDHA inh: LDHA (human) enzyme inhibition | purified LDHA, NADH/diaphorase-resazurin fluorescence; stronger effect = lower value | activity change, % (values are at about 110 or 230 µM) | 480,000 compounds, 0.15% hits; in the data active means activity change below about -30%; inconclusive means mostly about -25% to -30%;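 further: plate controls were DMSO wells for no effect and wells without enzyme for full effect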
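LDH5 2 nM; NADH 0.06 mM, pyruvate 0.2 mM; 200 mM Tris pH 7.4, EDTA, Tween-20; 5 min RT. Detection: diaphorase 0.133 mg/mL + resazurin 37 µM, fluorescence ex540/em590 at 0 and 20 min; normalized to enzyme-free and DMSO wells.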
Glioma ERSR ind: ER stress response induction in glioma | 420,000 compounds, 0.02% hits | U87-MG GRP78 promoter luciferase reporter, 16 h | Potency, µM, without a hit: at the top dose activation, usual class: activators | AID 602332; further: potency means the concentration at half of the fitted maximal effect; series mostly up to about 76 µM; % of control where 0% means no effect; nearly all actives have a fitted effect of over 35% in size
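Stably transfected U87-MG human glioma cells carrying a GRP78-based luminescent sensor were seeded at 1000 cells/well, pin-dosed with compounds and incubated 16 h. Luciferase reagent was then added, and end-point luminescence was read after 10 min at room temperature.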
Vif-A3F inh: blocks the Vif interaction with APOBEC3F | Potency, µM (top dose mostly 46.1 µM), for inactives: at the top dose activity, negative = active | HeLa A3F-eYFP + Vif (tagged APOBEC3F with the HIV-1 protein that degrades it), YFP fluorescence increase | AID 602313 | 390,000 compounds, 0.2% hits; further: potency means the concentration at half of the fitted maximal effect; % of control where 0% means no effect; nearly all actives have a fitted effect of over 65% in size
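HeLa cells stably expressing A3F-eYFP plus Vif, plated and incubated overnight at 37 deg C, then exposed to compounds overnight at 37 deg C. Blocked degradation read as raised yellow fluorescence (Ex 488/Em 500-530).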
D1 agonist: agonists of human D1 dopamine receptor; P21728; activation, % at 2 µM; AID 504660; HEK293 T-REx D1 cells, calcium flux, agonist mode; 360,000 compounds, 1% hits; in the data active means activation above about 30%; further: 0% is about no effect
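Agonism was scored from calcium flux recorded over 180 s (1 read/s) after pintool compound addition, following a 10-cycle baseline. Cells were inducible force-coupled HEK293 TREx D1, plated overnight at 30 C and loaded with no-wash calcium dye.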
D1 antag: human D1 dopamine receptor antagonism. 360,000 compounds, 3.2% hits. HEK293 TREx D1 cells, calcium flux, dopamine EC80; stronger effect = lower value. activity change, negative = inhibition, % at 10 µM. P21728; in the data active means activity change below about -30%; further: on the % scale 0 is the no-effect control and ±100 the full control effect
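Compound effects on dopamine-evoked calcium signalling were measured in tetracycline-induced HEK293 Trex D1 cells. Dopamine at EC80 followed a 180 s compound pre-read, and fluorescence was tracked kinetically for 180 s more.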
D2 potentiator: positively modulates the human D2 dopamine receptor allosterically; 340,000 compounds, 0.34% hits; potentiation, % at 10 µM; P14416; HEK293 T-REx D2, calcium flux, EC20 dopamine potentiation;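 active means potentiation over 3 SD above the plate norm, cut at about 30% in these data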; further: 0% is about no effect
Target sequence (P14416 whole entry, looked up): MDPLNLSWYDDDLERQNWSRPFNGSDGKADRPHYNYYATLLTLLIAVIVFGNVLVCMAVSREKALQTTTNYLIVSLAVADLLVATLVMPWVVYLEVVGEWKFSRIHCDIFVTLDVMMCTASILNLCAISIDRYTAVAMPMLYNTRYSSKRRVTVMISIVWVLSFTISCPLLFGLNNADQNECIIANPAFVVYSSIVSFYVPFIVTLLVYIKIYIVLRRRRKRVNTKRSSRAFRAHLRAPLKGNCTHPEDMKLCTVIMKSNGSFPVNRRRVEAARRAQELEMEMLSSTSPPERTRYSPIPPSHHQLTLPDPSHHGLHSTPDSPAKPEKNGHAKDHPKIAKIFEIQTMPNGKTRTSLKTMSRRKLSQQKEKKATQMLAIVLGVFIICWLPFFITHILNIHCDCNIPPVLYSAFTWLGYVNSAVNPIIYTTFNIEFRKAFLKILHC
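Tetracycline-induced HEK293 T-REx cells force-coupled to calcium signalling expressed D2; compounds were pin-added after a 10 s baseline, read kinetically 180 s, then an EC20 dopamine challenge followed with a further 180 s calcium read.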
D1 PAM: potentiators of human D1 dopamine receptor | HEK293 TREx D1 cells, calcium flux, dopamine EC20 potentiation | 360,000 compounds, 0.036% hits | AID 504651 | P21728 | potentiation, % at 10 µM; in the data active means potentiation above about 30%; further: 0% is about no effect
* = called active by the depositor; ? = inconclusive; . = no result given. Unless noted, the call rests on the fitted dose curve; in most records, active means well fitted curve in the direction sought with a large enough effect; inconclusive means small, poorly fitted or top-dose-only effect, or another doubt; inactive means no such curve, though single readings can be large; an effect the other way counts as inactive or inconclusive. This is a subset, so the mix of outcomes need not match the whole.

SMILES	Vif-A3G inh	RXFP1 ag	LDHA inh	Glioma ERSR ind	Vif-A3F inh	D1 agonist	D1 antag	D2 potentiator	D1 PAM
Cc1cnc(C(=O)N(CC(C)C)c2c(N)n(CC(C)C)c(=O)[nH]c2=O)cn1	-4%	0.9%	-3	-4%	-4%	5	-2	-2	0
COC(=O)c1ccccc1NC(=O)CNc1ccc(F)c(S(=O)(=O)N2CCOCC2)c1	1%	-2.0%	-1	0%	5%	0	-51*	10	2
Cc1ccc(S(=O)(=O)N2CCOc3ccccc32)c(C)c1NS(C)(=O)=O	-2%	5.6%	-2	-6%	0%	9	-12	9	10
CCC(O)c1nc2ccccc2n1CCOc1cc(C)cc(C)c1 (centres undefined)	4%	0.5%	-5	-2%	-7%	1	7	11	-2
O=C(Cc1ccccc1)Nc1ccc2c(c1)C(=O)N(CC1CCCO1)C2=O (centres undefined)	-5%	0.1%	-6	1%	?	0	.	9	-6
O=C(COc1cc2oc(=O)c3c(c2cc1Cl)CCC3)N1C[C@H]2C[C@@H](C1)c1cccc(=O)n1C2	4%	2.4%	5	-4%	-4%	0	10	13	0
CCn1c(-c2nn(C)c(C)c2Cl)n[nH]c1=S	3%	6.4%	-17	-2%	-6%	2	-15	-3	6
O=C(Nc1ccc(C(O)(C(F)(F)F)C(F)(F)F)cc1)c1ccc(Cl)c([N+](=O)[O-])c1	-22%	-2.3%	-7	-15%	-1%	1	-2	-15	-11
CCOc1ccc(C(c2c(O)cc(C)n(CCOC)c2=O)N2CCN(c3ccccc3)CC2)cc1 (centres undefined)	0%	3.7%	-5	2%	6%	0	8	-16	-2
COc1ccc(N2CCN(/C(=N\S(=O)(=O)c3ccccc3)Nc3nc(C)cc(C)n3)CC2)cc1	2%	1.1%	-9	1%	-6%	1	14	-3	-3
O=S(=O)(NCc1ccccc1)NCc1ccc(Cl)cc1Cl	1%	-4.1%	-2	2%	?	1	-15	-3	-4
COc1ccc(C(=O)c2cn(Cc3ccc(F)cc3)c3ccc(C)cc3c2=O)cc1	-6%	0.7%	-9	-4%	1%	3	-6	-11	8
COc1ccc(C2Sc3nncn3N2Cc2ccc(C#N)cc2)cc1 (centres undefined)	3%	0.9%	-8	-2%	0%	1	-6	.	0
COc1ccc(/C=N/NC(=O)C(=O)NCc2cccnc2)cc1	-3%	2.5%	-3	3%	-21%	2	1	.	-3
Cc1c(C(=O)Nc2ccccc2)oc2c1C(=O)CC(C)(C)C2	1%	0.2%	-5	7%	6%	5	5	17	4
O=C(Nc1ccccc1C(=O)O)c1cc(S(=O)(=O)N2CCCCCC2)ccc1Cl	1%	-4.1%	-10	5%	?	2	1	5	-2
Fc1ccc(Oc2nccc(-c3ccc(Cl)cc3)n2)cc1	3%	3.7%	-4	4%	-9%	8	-11	4	-9
O=C(CC1N=C2c3ccccc3N=C(SCc3ccccc3F)N2C1=O)NCc1cccs1 (centres undefined)	-4%	5.5%	-2	0%	-8%	0	16	-2	0
CCC(CC)NC(=O)COC(=O)c1ccc(OCC(=O)Nc2ccccc2OC)c(OC)c1	-1%	-0.1%	-5	-2%	-4%	3	-2	-4	2
CCNS(=O)(=O)c1ccc(CCC(=O)NCc2cccnc2)cc1	-4%	-2.1%	-1	-5%	0%	4	-4	11	-2
Cc1cc(C(=O)CSc2nnc(N)s2)c(C)n1CCc1ccc(Cl)cc1	3%	-0.3%	0	1%	0%	0	10	5	-4
CS(=O)(=O)CCSc1ncccc1C(=O)NCc1cccs1	-6%	-0.3%	-9	-4%	-5%	2	5	-4	-3
O=C(COc1ccc(F)cc1)Nc1ccc2nc(SCC(=O)N3CCOCC3)sc2c1	-2%	0.0%	-7	-9%	-9%	9	-3	14	-1
Clc1ccc(OCCCc2nc(-c3cccnc3)no2)c(Cl)c1	1%	-1.0%	-7	-4%	6%	15	36	-4	-2

Single values from above.
Cc1cc(C(=O)CSc2nnc(N)s2)c(C)n1CCc1ccc(Cl)cc1 | LDHA inh: 0
Cc1cnc(C(=O)N(CC(C)C)c2c(N)n(CC(C)C)c(=O)[nH]c2=O)cn1 | D1 agonist: 5

Two of the compounds above, with each value named.
> CCNS(=O)(=O)c1ccc(CCC(=O)NCc2cccnc2)cc1
- Vif-A3G inh = -4%
- RXFP1 ag = -2.1%
- LDHA inh = -1
- Glioma ERSR ind = -5%
- Vif-A3F inh = 0%
- D1 agonist = 4
- D1 antag = -4
- D2 potentiator = 11
- D1 PAM = -2
> Cc1cc(C(=O)CSc2nnc(N)s2)c(C)n1CCc1ccc(Cl)cc1
- Vif-A3G inh = 3%
- RXFP1 ag = -0.3%
- LDHA inh = 0
- Glioma ERSR ind = 1%
- Vif-A3F inh = 0%
- D1 agonist = 0
- D1 antag = 10
- D2 potentiator = 5
- D1 PAM = -4

Going on with the list.
SMILES	Vif-A3G inh	RXFP1 ag	LDHA inh	Glioma ERSR ind	Vif-A3F inh	D1 agonist	D1 antag	D2 potentiator	D1 PAM
CC1=NNC(=O)C1CCC(=O)N/N=C\c1cccc(Cl)c1 (centres undefined)	-8%	-2.4%	-7	-4%	-1%	2	4	15	-1
CCCCCCCOc1ccc(OC(=O)c2cccnc2)cc1	6%	0.0%	-3	1%	-14%	3	-9	-8	1
CCCc1nc2c(c(=O)c3ccccc3n2C)c(=O)n1-c1ccc(F)cc1	-2%	-0.2%	-6	1%	0%	1	-12	7	1
CCCCCCCCOC(=O)c1cc([N+](=O)[O-])c(Sc2ncnc3nc[nH]c23)c([N+](=O)[O-])c1	-13%	.	7	-14%	1%	.	.	.	.
COC(=O)c1ccc(C(=O)NC2CCSc3ccccc32)cc1 (centres undefined)	-5%	0.7%	-1	1%	-4%	2	2	3	-4
O=C1CC(=O)N2CCSC2=N1	-3%	.	-6	-3%	-11%	.	.	.	.
Cc1ccc(NC(=O)C2CCCN2C(=O)NCc2ccccc2)cc1 (centres undefined)	1%	2.3%	0	-1%	2%	0	-18	-8	-5
O=C(Oc1ccccc1Cl)c1cc(-c2ccc3c(c2)OCCO3)on1	3%	0.6%	0	-8%	0%	0	-2	.	1
COc1cc(OC)cc(C(=O)NC(C(=O)Nc2ccc3nc(C)sc3c2)C(C)C)c1 (centres undefined)	-3%	2.5%	1	-2%	0%	3	6	0	-2
COC(=O)N/N=C(\C)c1cccs1	1%	-1.2%	-3	0%	-9%	0	-5	1	5
COc1ccc(OC)c(Cc2nnc(CCC(=O)NCc3nc4ccccc4s3)o2)c1	2%	-0.6%	-1	-5%	-5%	1	29	7	-1
COc1ccc(CNC(=O)CN2C(=O)NC3(CCCc4sccc43)C2=O)cc1OC (centres undefined)	-8%	3.0%	4	-4%	6%	2	1	-4	-7
CCN(c1cccc(C)c1)S(=O)(=O)c1cc2c3c(c1)CCN3C(=O)CC2	1%	2.5%	4	-2%	0%	12	-7	-7	-8
CC(=O)OC[C@H]1COc2ccc3ccccc3c2[C@H]1N(C)C(C)=O	-2%	2.3%	-5	-3%	1%	1	-13	4	-3
O=C(CSCc1ccc([N+](=O)[O-])cc1)N/N=C/c1ccncc1	-2%	0.6%	-5	-4%	-7%	4	2	-1	0
CCSC(=Nc1ccccc1)Nc1ccccc1	-9%	-0.1%	3	-1%	10%	1	8	1	0
O=C(CCNC(=O)c1ccc(Br)cc1)NCCCSc1ccccc1	0%	0.3%	-4	-4%	2%	1	-11	13	1
COc1cccc(CC2(CO)CCCN(Cc3ccccc3Cl)C2)c1 (centres undefined)	-1%	0.5%	1	-3%	8%	16	-18	-5	-6
CC(=O)Nc1ccc(/C(N=Nc2ccccc2)=N/N=C(N)N)cc1	-10%	.	7	0%	14%	.	.	.	.
CCOC(=O)CNC(=O)C12CC3CC(CC(C3)C1)C2	0%	-0.9%	-11	-4%	-3%	6	-2	-3	-15
Cc1ccc(C)c(SCC(=O)OCC(=O)c2ccco2)c1	0%	0.7%	3	-2%	-1%	1	-3	.	0
N#Cc1c(Cl)nc(N/N=C/c2ccccc2)c(Cl)c1Cl	0%	-2.0%	-12	-4%	-1%	16	-7	-4	6
O=C(COC(=O)c1ccc([N+](=O)[O-])o1)Nc1ncc(Cl)cc1Cl	1%	.	15	-2%	-27%	.	.	.	.
CCc1cccc(NC(=O)c2cccc3c2C(=O)N(CC2CCCO2)C3)c1 (centres undefined)	0%	1.3%	-1	-5%	-2%	6	18	-1	-5
Cc1cccc(C)c1NC(=O)C(NC=O)c1ccc(Cl)cc1 (centres undefined)	0%	-1.7%	-2	1%	3%	0	7	-7	-4
O=C(CN(C(=O)CNC(=O)c1ccco1)c1cccc(F)c1)NC1CCCCC1	4%	2.4%	-1	-2%	-3%	4	-9	5	-1
COc1ccc(C(C)=O)cc1CSCCC(=O)O	-4%	-2.2%	-9	-5%	6%	2	2	-9	-2
O=C1NCCN(CC2CCN(CCC3CCCC3)CC2)C1=O	3%	.	-13	-4%	3%	.	.	.	.
CCOC(=O)Cn1cc(/C=C/[N+](=O)[O-])c2ccccc21	-29%	1.4%	-4	-14%	?	0	3	6	-1
CCNC(=S)NCc1ccco1	2%	1.5%	-5	-2%	0%	3	13	13	5
Oc1ccc2ccccc2c1/C=N/Nc1ccccc1	?	9.9%	36	2%	-9%	1	-2	15	1
COC(=O)c1ccc(NC(=O)C2CCN(S(C)(=O)=O)CC2)cc1	0%	-0.3%	0	1%	-2%	0	-7	5	-3
NS(=O)(=O)c1ccc(NC(=O)C(=O)NCCC(=O)O)cc1	1%	-0.7%	-5	-2%	-9%	0	-13	-5	-3
CCCCC(=O)NC(Nc1ccc(C)cn1)(C(=O)OCC)C(F)(F)F (centres undefined)	1%	0.3%	-1	-4%	2%	1	-3	-6	1
Cn1c(=S)[nH]c2ccccc21	0%	?	-3	-3%	2%	2	9	-12	-4
O=C(C[C@H]1C[C@H]2c3cc(NS(=O)(=O)c4ccc(F)cc4)ccc3O[C@H]2[C@H](CO)O1)NCc1ccncc1	1%	.	1	-4%	7%	.	.	.	.
NC(=O)C1CCCN(C(=S)NCc2ccc3c(c2)OCO3)C1 (centres undefined)	0%	2.7%	-4	-1%	-18%	25	-17	15	-3
O=C(CP(=O)(c1ccccc1)c1ccccc1)Nn1cnnc1	0%	-1.1%	-12	-3%	1%	3	4	-7	3

Screening data (PubChem BioAssay)
